# Bioassay records as filed in PubChem.
# TRPC6 inh = mouse TRPC6 channel inhibitors, primary screen, cell-based, HEK293, membrane potential dye | 310,000 tested, 1.1% active | Short transient receptor potential channel 6 (Mus musculus), Q61143 | B-score at 10 µM | ACh-evoked depolarization; active compounds read low;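 active = B-score under library mean minus 3 SD, initial fluorescence not abnormally high, positive integrated signal ratio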;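 note: B-score derived from integrated fluorescence ratio over the kinetic read; more negative B-score means stronger inhibition of depolarization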
# Target sequence (Q61143 whole entry, looked up): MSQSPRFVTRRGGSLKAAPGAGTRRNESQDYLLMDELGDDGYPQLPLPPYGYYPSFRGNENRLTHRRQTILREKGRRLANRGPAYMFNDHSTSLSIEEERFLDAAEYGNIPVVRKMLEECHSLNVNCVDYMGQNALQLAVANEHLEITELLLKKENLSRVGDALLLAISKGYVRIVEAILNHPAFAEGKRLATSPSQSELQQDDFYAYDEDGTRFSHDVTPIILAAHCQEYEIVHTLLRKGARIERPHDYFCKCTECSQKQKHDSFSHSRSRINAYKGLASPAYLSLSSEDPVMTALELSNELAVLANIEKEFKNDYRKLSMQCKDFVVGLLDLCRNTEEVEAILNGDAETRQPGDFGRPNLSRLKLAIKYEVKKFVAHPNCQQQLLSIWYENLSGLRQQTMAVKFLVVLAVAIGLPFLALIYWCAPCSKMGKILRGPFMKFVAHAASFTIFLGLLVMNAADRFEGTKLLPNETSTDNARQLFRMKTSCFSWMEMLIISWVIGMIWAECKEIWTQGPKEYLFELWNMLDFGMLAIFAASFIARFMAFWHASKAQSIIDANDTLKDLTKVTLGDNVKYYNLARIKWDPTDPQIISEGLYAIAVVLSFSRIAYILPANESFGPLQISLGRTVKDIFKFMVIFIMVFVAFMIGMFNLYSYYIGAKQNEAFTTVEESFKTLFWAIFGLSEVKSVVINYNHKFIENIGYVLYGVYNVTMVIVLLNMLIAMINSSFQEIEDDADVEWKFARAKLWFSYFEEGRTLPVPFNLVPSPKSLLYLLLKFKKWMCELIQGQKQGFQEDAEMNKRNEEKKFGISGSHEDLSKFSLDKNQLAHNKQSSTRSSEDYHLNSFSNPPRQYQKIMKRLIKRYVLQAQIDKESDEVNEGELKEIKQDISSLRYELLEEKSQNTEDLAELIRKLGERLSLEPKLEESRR
# IEC-6 tox = cytotoxicity in IEC-6 intestinal epithelial cells, primary screen, cytotoxicity control for KLF5 inhibitor project, cell-based, luminescence. IEC-6 cytotoxicity, luminescence viability. inhibition, % at 5 µM. 290,000 tested, 0.78% active. AID 1825, 2009; in the data active = inhibition above about 22%;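 note: 0% = plate median of test compound wells and 100% = cytotoxic reference compound wells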
# TRPC4 agonist = activators of mouse TRPC4 channel, primary screen, Fluo4 calcium, HEK293 TRPC4beta/mu-opioid cells; Fluo4 calcium fluorescence; active compounds read high; B-score at 10 µM; 310,000 tested, 0.49% active;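 active = B-score above 5 SD of library B-scores, and initial fluorescence ratio not above library mean plus 5 SD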;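 note: positive B-score marks a calcium rise read as TRPC4 activation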
#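 System: HEK293 cells stably co-expressing mouse TRPC4beta and mu-opioid receptor; Schedule: Fluo4 dye loading 45 min at room temperature, 110 s recording; Detection: Fluo4 fluorescence, kinetic; Evaluation: B-scored integrated calcium fluorescence ratio; Controls: buffer (low) and maximal DAMGO (high).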
# KLF5 inh = KLF5 expression inhibitors, primary screen, DLD-1 cells, luminescence. AID 1700, 2009. inhibition, % at 5 µM. 290,000 tested, 0.23% active. DLD-1 KLF5 promoter-luciferase reporter;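 active = inhibition above a per-plate limit of that plate's mean compound inhibition plus 3 SD, cut at about 60% in these data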;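 note: 0% = DMSO wells and 100% = LY294002 at 200 µM; higher means less KLF5 promoter-driven luciferase light; inactives centre near -14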
# TRPC6 activator = mouse TRPC6 channel activators, primary screen, cell-based, HEK293, membrane potential dye. Short transient receptor potential channel 6 (Mus musculus), Q61143. HEK293-TRPC6 membrane potential dye fluorescence; active compounds read high. B-score at 10 µM. 310,000 tested, 0.13% active. AID 2550, 2010;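 active = B-score of the integrated fluorescence ratio above library mean plus 3 SD, and starting fluorescence ratio within library mean plus 5 SD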;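 note: higher score means more depolarization so channel activation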
# TRPC4 block = inhibitors of mouse TRPC4 channel, primary screen, Fluo4 calcium, HEK293 TRPC4beta/mu-opioid cells; 300,000 tested, 0.39% active; Short transient receptor potential channel 4 (Mus musculus), Q9QUQ5; B-score at 10 µM; DAMGO-evoked Fluo4 calcium flux; active compounds read low;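 active = B-score over 3 SD under the library average, no early fluorescence shift, positive overall ratio signal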
#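 Assay system: TRPC4beta/mu-opioid receptor HEK293 cell line; compound dosing: single concentration per test compound; detection: Fluo4 Ca2+ flux fluorescence; evaluation: per-well B score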
# aSyn 5UTR inh = MLPCN primary screen, SNCA 5' untranslated region; 300,000 tested, 0.82% active; alpha-synuclein 5'UTR reporter, inhibitor activity; inhibition, % (tested at 7.5 µM); in the data active = inhibition above about 60%;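 note: H4 neuroglioblastoma cells stably carrying SNCA 5'UTR luciferase fusion; 0% = DMSO wells and 100% = positive control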
# SKKanGAS inh = S. pyogenes SKKanGAS growth inhibitors in kanamycin, primary screen, streptokinase expression inhibitor project, SKKanGAS strain, BacTiter-Glo luminescence. 6 h. inhibition, % at 7.5 µM. 300,000 tested, 1.3% active. AID 1662, 2009;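 active = mean replicate score, as percent of positive control median, at least 50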;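 note: strain carries kanamycin resistance gene driven by streptokinase promoter and grows in 40 µg/ml kanamycin; loss of luminescence reflects streptokinase promoter inhibition or plain growth inhibition; 0% = median of DMSO wells and 100% = positive control at its reference dose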
# HIF act = HIF pathway transcriptional activators, primary screen, cell-based, U2OS HRE-luciferase, luminescence | activation, % at 7.5 µM (by protocol) | AID 1910, 2009 | U2OS HRE-luciferase reporter; normalized: DMSO 0%, desferrioxamine 100% | 300,000 tested, 0.32% active;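 active = mean activation of at least 10% of the iron chelator positive control signal, with at least half of replicates also reaching 10%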
# TRPC4 PAM = positive allosteric modulators of TRPC4, primary screen, cell-based, mouse TRPC4beta, HEK293 mu-opioid, Fluo-4 calcium; AID 2227, 2009; DAMGO EC20, Fluo-4 Ca2+ flux; active compounds read high; Short transient receptor potential channel 4 (Mus musculus), Q9QUQ5; 310,000 tested, 0.42% active; B-score at 10 µM;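 active = B-score of calcium response area above 5 SD of library B-scores, with initial fluorescence ratio within 5 SD of library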;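 note: B-score of integrated fluorescence ratio over time as area under calcium response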
# MrgX1 antagonist = antagonists of human MrgX1 receptor, primary screen, HEK293 cells, Fluo-4 calcium flux; Mas-related G-protein coupled receptor member X1 (Homo sapiens), Q96LB2; BAM8-22 antagonism; active compounds read low; B-score at 10 µM; 310,000 tested, 1.3% active; AID 588676, 2011;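 active = calcium-response B-score plate-corrected more than 3 library SD below zero, starting fluorescence within 5 deviations, no agonist response on first addition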;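 note: peak minus trough fluorescence over baseline after final BAM8-22 challenge near maximal dose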
# Starred values were filed as active, the others as inactive; i = inactive; . = not tested or not shown; & = joins results of further samples.
nr	molecule	MrgX1 antagonist	SKKanGAS inh	TRPC6 activator	KLF5 inh	TRPC4 block	TRPC4 PAM	TRPC4 agonist	TRPC6 inh	aSyn 5UTR inh	HIF act	IEC-6 tox
1	COC(=O)[C@@]1(Cc2ccc(F)cc2)[C@H]2c3cc(C(=O)N4CCCC4)n(CCc4c[nH]c5ccc(OC)cc45)c3C[C@H]2CN1C(=O)c1ccccc1	i	33	i	-5	i	i	i	i	14	2.4	4
2	O=C(CN1C(=O)c2ccccc2C1=O)NCc1ccc(N2CCOCC2)cc1	i	2	i	-17	i	i	i	i	.	.	-2
3	CCN(CCNC(=O)C1CCCN(Cc2nc(-c3ccc(OC)cc3)oc2C)C1)c1ccccc1 (stereo not drawn)	i	1	i	-24	i	i	i	i	29	-0.6	-2
4	COC(=O)c1cc(=O)c2c(C)nc(C(Cl)(Cl)Cl)nc2[nH]1	i	4	i	-10	i	i	i	i	-21	0.3	-5
5	CC1CCC(=NNC(=O)c2ccccc2-n2cccc2)CC1 (stereo not drawn)	i	-2	i	.	i	i	i	i	-3	-0.4	.
6	COc1cccc(C=Nc2cccnc2)c1O	i	-6	i	-15	i	i	i	i	-20	-0.7	3
7	O=C(COC(=O)c1cc[n+]([O-])cc1)Nc1ccc([N+](=O)[O-])cc1	i	-7	i	-40	i	i	i	i	13	-0.1	0
8	COc1ccc(NC(=O)C(c2ccc(OC)cc2)N(C)C(=O)c2cnccn2)cc1 (stereo not drawn)	i	8	i	-13	i	i	i	i	7	-49	-4
9	CCOC(=O)N1CCC(n2c(SCC(=O)OCc3ccccc3)nc3ccsc3c2=O)CC1	i	1	i	-24	i	i	i	i	14	-0.2	-7
10	O=S(=O)(c1ccc(Cl)cc1)c1nc(-c2ccco2)oc1N1CCOCC1	i	-6	i	-22	i	i	i	i	3	0.0	2
11	CC(=O)c1ccc(-n2ccnc2)cc1	i	20	i	-22	i	i	i	i	5	-0.3	1
12	CCC(C)C(NC(=O)C1CCC(=O)N1C(=O)OCc1ccccc1)C(=O)NC(Cc1ccccc1)C(N)=O (stereo not drawn)	i	-1	i	-2	i	i	i	i	-4	-0.6	-4
13	Nc1c(Cl)c(Cl)nc(C(=O)OCC(=O)NC2CCCCC2)c1Cl	i	-6	i	-21	i	i	i	i	-3	0.1	1
14	COc1ccccc1C1CC(=O)Nc2cc3c(cc21)OCCO3 (stereo not drawn)	i	4	i	64*	i	i	i	i	47	0.3	75*
15	O=C(NC1CC1)C1CCCN1C(=O)NC1CCCCC1 (stereo not drawn)	i	0	i	-48	i	i	i	i	-5	-1.0	3
16	O=C1CC(N2CCc3ccccc32)C(=O)N1c1ccccc1 (stereo not drawn)	i	-7	i	-1	i	i	i	i	-39	2.2	5
17	CCOC(=O)c1c(NC(=O)COC(=O)Cc2c[nH]c3ccccc23)sc(C(=O)N(C)C)c1C	i	1	i	.	i	53*	175*	i	25	-0.4	.
18	Cc1ccc(N(CCC(=O)O)S(=O)(=O)c2cccc(C(F)(F)F)c2)cc1	i	2	i	-12	i	i	i	i	-7	0.5	7
19	CCO[C@@H]1OC(C(=O)NCc2nc3ccccc3[nH]2)=C[C@H](c2ccc(C(F)(F)F)cc2)[C@H]1CCCO	i	2	i	-2	i	i	i	i	17	-0.8	4
20	Cc1ccc(S(=O)(=O)/N=C(/c2ccccc2)N(C)c2ccc(O)cc2)cc1	i	6	i	-29	i	i	i	i	4	-0.1	-4
21	O=c1c2c3c(sc2nc2n1CCC2)CCCCC3	i	2	i	-45	i	i	i	i	-46	0.8	4
22	C=CCN(c1ccc(C(=O)Nc2cc(C)cc(C)c2)cc1)S(C)(=O)=O	i	-2	i	1	i	i	i	i	29	-0.8	5
23	O=C(Nc1ccc(F)cc1)C(c1ccccc1)N1CCN(S(=O)(=O)c2c(F)cccc2F)CC1 (stereo not drawn)	i	2	i	-23	i	i	i	i	5	-0.5	2
24	Cc1ccc(C(=O)N/C(=C\C=C\c2ccccc2)C(=O)NCc2ccco2)cc1	i	0	i	-27	i	i	i	i	-15	-0.2	0
25	CCOc1ccc(NC(=O)CN2C(=O)CSc3ccc(S(=O)(=O)N4CCOCC4)cc32)cc1	i	0	i	-12	i	i	i	i	-16	0.9	6
26	COC(=O)CCN(C)CCC(=O)OC	i	0	i	-25	i	i	i	i	1	-0.1	4
27	CN(Cc1ccccc1)C(=O)C(C(=O)c1ccc(F)cc1)n1cc(Cl)ccc1=O (stereo not drawn)	i	-6	i	-20	i	i	i	i	-67	2.5	4
28	Cc1cc(C)n(CC(=O)NNC(=O)CCNC(=O)c2ccccc2Cl)n1	i	1	i	.	i	i	i	i	12	3.6	.
29	Cc1nc(N=Nc2ccc(O)cc2)n[nH]1	i	6	i	-82	i	i	i	i	-45	0.7	-1
30	CCCn1c(=O)c(-c2nc3ccccc3[nH]2)c(O)c2ccccc21	i	36	i	-10	i	i	i	i	-40	-0.9	4
31	O=C(c1ccc(NC2=NC3CS(=O)(=O)CC3S2)cc1)N1CCN(c2ccccc2)CC1 (stereo not drawn)	i	-5	i	-8	i	i	i	i	-12	-0.1	-1
32	O=C(NCCc1nc2ccccc2[nH]1)C1CCC(=O)N(CCc2cccc(F)c2)C1 (stereo not drawn)	i	-4	i	-19	i	i	i	i	-26	-0.2	-1
33	CCOc1ccc(N2C(=O)CC(N3CCC(NC(=O)Nc4ccccc4)CC3)C2=O)cc1 (stereo not drawn)	i	36	i	-20	i	i	i	i	4	-0.2	2
34	Cc1c(Cc2ccccc2)c(=O)oc2cc(OCC(=O)c3ccccc3)ccc12	i	3	i	-12	i	i	i	i	22	0.0	-5
35	O=C(CN1CCN(S(=O)(=O)N2CCCCC2)CC1)Nc1cc(Cl)ccc1Cl	i	-3	i	-7	i	i	i	i	6	-0.2	-4
36	Cc1cc(Br)ccc1NC(=O)CNC(=O)CN(C)Cc1nc2ccccc2c(=O)[nH]1	i	-1	i	-35	i	i	i	i	27	-0.4	-2
37	CCCCc1cc(=O)oc2cc(C)cc(OCc3nn[nH]n3)c12	i	1	.	2	.	.	.	.	11	0.0	-1
38	Cc1cc([N+](=O)[O-])ccc1NC(=O)CCC(=O)N1CCCCCC1	i	-9	i	-13	i	i	i	i	2	-0.3	1
39	Cc1cccc(N(Cc2cc(=O)[nH]c3ccccc23)C(=O)C(C)C)c1	i	3	i	-2	i	i	i	i	13	0.4	-1
40	CNc1c(NC(=O)c2ccc3c(c2)OCO3)c(=O)oc2ccccc12	i	2	i	-15	i	i	i	i	-50	0.3	-5
41	Cc1ccc(N=C2S/C(=C/c3cccc(OCC(=O)O)c3)C(=O)N2C)cc1C	i	33	i	-15	i	i	i	i	-7	-27	3
42	COc1ccccc1OCC(=O)O	i	-3&0	i	-7&12	i	i	i	i	-4&6	0.2&-0.4	-5&1
43	Cc1ccc(NC(=O)c2cc(-c3ccco3)nc3ccccc23)cc1S(=O)(=O)N1CCOCC1	i	10	i	3	i	i	i	i	17	0.3	-9
44	CC(=O)N1N=C(c2ccc(Cl)cc2)OC12CCCC2	i	-1	i	-36	i	i	i	i	-1	-0.6	-5
45	Clc1cccc(Cc2ccc(Cl)nn2)c1	i	-2	i	-24	i	i	i	i	-2	-0.2	7
46	CCOC(=O)COc1coc(CN2CCN(c3ccc(F)cc3)CC2)cc1=O	i	2	i	-4	i	i	i	i	10	-1.2	-2
47	On1c(-c2ccccc2Cl)nc2ccccc21	i	0	i	-26	i	i	i	i	21	0.3	7
48	CCOC(=O)C1CCCN(C(=O)CCCn2nnnc2CN2CCOCC2)C1 (stereo not drawn)	.	-5	i	-6	i	23*	i	i	9	-0.6	-6
49	Cc1cccc(N2CCN(S(=O)(=O)c3c(C)[nH]c(C)c3C(=O)N3CCCC3)CC2C)c1 (stereo not drawn)	i	-1	i	-12	i	i	i	i	17	-0.2	-2
50	CC(OC(=O)c1cc(O)c2ccccc2c1O)C(=O)Nc1ccc(C(N)=O)cc1 (stereo not drawn)	i	18	i	.	i	i	i	i	7	-1.1	.

# Following part:
nr	molecule	MrgX1 antagonist	SKKanGAS inh	TRPC6 activator	KLF5 inh	TRPC4 block	TRPC4 PAM	TRPC4 agonist	TRPC6 inh	aSyn 5UTR inh	HIF act	IEC-6 tox
51	CCNc1nc(NCC)n2c(SCC(=O)Nc3cc(Cl)ccc3OC)nnc2n1	i	-4	i	.	i	i	i	i	-1	0.3	.
52	CCn1cc([N+](=O)[O-])c(C(=O)Nc2ccc(Cn3nc(C)cc3C)cc2)n1	i	9	i	-7	i	i	i	i	7	-0.8	-7
53	COCC(=O)N(Cc1ccccc1)c1ccccn1	i	13	i	-14	i	i	i	i	6	0.1	-1
54	COc1cc(-c2cc(C(=O)OCC(=O)Nc3ccc4c(c3)OCO4)c3ccccc3n2)cc(OC)c1OC	i	14	i	-47	i	i	i	i	-30	-0.1	4
55	Cc1ccc(NC(=O)CCN2C(=O)c3ccccc3S2(=O)=O)cc1F	i	-3	i	.	i	i	i	i	5	0.1	.
56	N#Cc1c(NC(=O)CCN2C(=O)c3ccccc3C2=O)oc(-c2ccccc2)c1-c1ccccc1	i	8	i	-26	i	i	i	i	0	-0.2	4
57	COc1ccccc1C1=NOC(COC(=O)c2ccc([N+](=O)[O-])cc2)C1 (stereo not drawn)	i	8	i	16	i	i	i	i	13	-0.5	8
58	CC(=O)c1c(C(C)=O)c(C)n(-c2ccc(C(=O)O)cc2)c1C	i	0	i	8	i	i	i	i	-2	0.0	-1
59	NC(=O)C12CCCC(Br)(CCC1)C2	i	2	i	-21	i	i	i	i	3	-0.6	1
60	COc1cccc(-c2nc(CS(=O)CC(=O)NCCc3ccc(C)cc3)c(C)o2)c1 (stereo not drawn)	i	-1	i	-12	i	i	i	i	23	-0.2	-7
61	CNC(=O)CC1C(=O)N(c2ccc(F)cc2)C(=S)N1NC(=O)c1ccc(Cl)cc1 (stereo not drawn)	i	-1	i	10	i	i	i	-5.6*	-20	-0.1	2
62	CCOc1ccc(-n2c(O)cc(=O)[nH]c2=O)cc1	i	-8	i	-6	i	i	i	i	15	-0.1	3
